Compound activity: PubChem, National Center for Advancing Translational Sciences (NCATS)
AMA1 RON2 block: disrupts binding of P. falciparum AMA1 to RON2. Potency, µM (series often up to 58.2 µM), inactives show top-dose activity change, negative = inhibition, usual class: inhibitors. AlphaScreen AMA1-biotinylated RON2 peptide binding. 0.2% of 360,000 active. AID 720542;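 also: potency is read from the fitted curve at half-maximal effect; 0% = vehicle wells and -100% = peptide control; nearly all actives have a fitted effect of over 45% in size; some results filed as inactive show a strong effect at the top dose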
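AMA1 (3D7) with his tag at 25 nM final met compounds first, then biotinylated RON2 peptide at 25 nM; detection used donor plus acceptor beads, 10 µg/mL apiece, read by AlphaScreen after 30 min at room temperature.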
HCMV inh: human cytomegalovirus inhibition | HFF cells, HCMV-luciferase reporter, 72 h; hits give low values | 4.5% of 410,000 active | activity change, negative = inhibition, % at 57.5 µM | AID 1259415; in the data active = activity change below about -60%; inconclusive = no clear call, values can overlap the other calls; inactive = above about -39%
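Two compound doses tested in HFFs infected with HCMV-luciferase, MOI 1 PFU/cell, 72 h at 37C. Lysate luminescence read with OneGlo; data normalized against buffer-only and 10uM Salinomycin inhibitor controls.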
HCV inh: HCV inhibition; 3.4% of 340,000 active; Potency, µM (top dose mostly 41.8 µM), without a hit: at the highest dose activity change, negative = inhibition, usual class: inhibitors; Huh7.5.1 HCVcc-Cre infection, luciferase reporter, 44 h; also: potency is read from the fitted curve at half-maximal effect
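Compounds are dispensed onto cells plated 4 h earlier at 1,000 per well, with HCVcc-Cre virus (about 0.5 moi) added next. Following 44 h of culture, luminescent signal is measured for 15 sec after 15 min with substrate at room temperature.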
Tb PYK inh: inhibitors of Trypanosoma brucei pyruvate kinase; Q57TT1; TbPYK enzyme, Kinase-Glo Plus ATP luminescence, 45 min; Potency, µM (series often up to 76.8 µM), for the others: top-dose activity, negative = inhibition, usual class: inhibitors; 0.12% of 410,000 active; AID 624173; also: potency is read from the fitted curve at half-maximal effect; nearly all actives have a fitted effect of over 50% in size
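ADP (130 uM final) triggers the TbPYK reaction after compound addition; incubation is 45 min at room temperature. Kinase-Glo Plus is then added and luminescence imaged. Normalized data are fitted to concentration-effect curves.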
AmpC detergent: blocks E. coli AmpC beta-lactamase in detergent assay; P00811; AmpC hydrolysis of nitrocefin, absorbance 480 nm, 0.01% Triton; Potency, µM (top dose mostly 114 µM), inactives show at the top dose activity change, negative = inhibition, actives largely listed as inhibitors; 0.041% of 370,000 active;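 also: potency is read from the fitted curve at half-maximal effect; 0% = no-compound wells and -100% = no-enzyme wells; nearly all actives have a fitted effect of over 25% in size; some results filed as inactive show a strong effect at the top dose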
Target sequence (P00811 whole entry, looked up): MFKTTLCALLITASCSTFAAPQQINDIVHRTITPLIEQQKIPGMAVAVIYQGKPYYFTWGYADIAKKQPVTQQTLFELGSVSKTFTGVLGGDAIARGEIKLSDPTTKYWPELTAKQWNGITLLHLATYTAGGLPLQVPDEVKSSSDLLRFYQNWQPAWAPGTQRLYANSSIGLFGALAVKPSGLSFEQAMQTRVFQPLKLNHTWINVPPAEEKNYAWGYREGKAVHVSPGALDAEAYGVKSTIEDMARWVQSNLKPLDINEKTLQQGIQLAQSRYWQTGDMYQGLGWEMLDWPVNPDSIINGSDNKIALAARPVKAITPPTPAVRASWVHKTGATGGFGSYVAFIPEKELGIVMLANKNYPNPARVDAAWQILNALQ
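20 mM phosphate pH 7.0 + 0.01% (detergent screen) or 0.0001% Triton X-100; 5.3 nM AmpC reagent; cpd preinc 15 min RT; nitrocefin (800 uM stock) to start; A480 q20 s × 4 min; Activity was normalised to no-enzyme and no-compound control wells.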
AmpC no deterg: blocks E. coli AmpC beta-lactamase in detergent-free assay. 0.52% of 330,000 active. Potency, µM (series often up to 57.1 µM), without a hit: at the top dose activity change, negative = inhibition, most hits filed as inhibitors. P00811. AmpC nitrocefin hydrolysis, absorbance 480 nm, 0.0001% Triton. AID 485341;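 also: potency is read from the fitted curve at half-maximal effect; plate controls were no compound for no effect and no enzyme for full effect; nearly all actives have a fitted effect of over 20% in size; some results filed as inactive show a strong effect at the top dose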
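20 mM phosphate pH 7.0 + 0.01% (detergent screen) or 0.0001% Triton X-100; 5.3 nM AmpC reagent; cpd preinc 15 min RT; nitrocefin (800 uM stock) to start; A480 q20 s × 4 min; Activity was normalised to no-enzyme and no-compound control wells.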
LmPK inh: LmPK (Leishmania mexicana) enzyme inhibition | Q27686 | Potency, µM (top dose mostly 57.5 µM), for the others: at the highest dose activity change, negative = inhibition, actives largely listed as inhibitors | AID 1721 | purified LmPK, Kinase-Glo ATP luminescence, 1 h | 0.37% of 290,000 active; also: potency is read from the fitted curve at half-maximal effect
Target sequence (Q27686 whole entry, looked up): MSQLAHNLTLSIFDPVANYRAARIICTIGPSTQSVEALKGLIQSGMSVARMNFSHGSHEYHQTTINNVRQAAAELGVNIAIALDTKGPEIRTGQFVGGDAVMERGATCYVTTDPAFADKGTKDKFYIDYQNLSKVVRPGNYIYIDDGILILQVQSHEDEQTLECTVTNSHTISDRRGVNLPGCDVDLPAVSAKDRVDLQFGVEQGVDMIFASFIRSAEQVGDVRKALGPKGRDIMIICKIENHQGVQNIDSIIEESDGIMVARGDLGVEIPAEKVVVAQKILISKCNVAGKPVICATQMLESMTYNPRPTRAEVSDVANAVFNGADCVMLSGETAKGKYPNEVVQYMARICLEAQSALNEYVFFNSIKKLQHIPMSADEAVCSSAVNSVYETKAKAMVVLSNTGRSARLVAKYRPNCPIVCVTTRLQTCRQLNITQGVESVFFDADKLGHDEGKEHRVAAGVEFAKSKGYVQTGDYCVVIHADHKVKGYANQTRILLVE
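0.1 nM LmPK, 0.5 mM PEP, 0.1 mM ADP; 50 mM imidazole pH 7.2, 7 mM MgCl2, 50 mM KCl; 1 h RT. Kinase-Glo luminescence readout, normalized to no-enzyme (full inhibition) and uninhibited wells.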
* marks the source's active call; other numbers are inactive results; & = joins results of further samples; [ ] = another dose, or the depositor's remark. Unless noted, calls follow the shape of the dose curve; as a rule, active = well fitted curve in the direction sought with a large enough effect; inconclusive = small, poorly fitted or top-dose-only effect, or another doubt; inactive = no such curve, though single readings can be large; an effect the other way counts as inactive or inconclusive. Unless noted, % is scaled to controls: 0 for no effect and ±100 for the full control effect.

For Cc1cc(CN2CCOCC2)c(O)c(C2(C)CCCCC2)c1 the results were AMA1 RON2 block -7.5%, HCMV inh 50.1, HCV inh 3.2%, Tb PYK inh 4.3%, AmpC detergent inconclusive, AmpC no deterg -13.5% and LmPK inh 1.1%.
Screening CCc1sc(NC(=O)C(C)C)nc1-c1ccccc1 returned AMA1 RON2 block -0.1%, HCMV inh -78.0*, HCV inh -5.6%, Tb PYK inh -11.2%, AmpC detergent 1.2%, AmpC no deterg -16.0% and LmPK inh 3.2%.
`COc1ccc(NC(=O)N2CCN(c3cccc(C(F)(F)F)c3)CC2)cc1OC` gave AMA1 RON2 block -13.6%, HCMV inh -35.3, HCV inh -4.8%, Tb PYK inh -1.2%, AmpC detergent 3.0%, AmpC no deterg 90.3%[activator] and LmPK inh 2.3%.
`Cc1cccc(CCNC(=O)C2CCC(CNS(=O)(=O)c3c(C)cc(C)cc3C)CC2)c1` (configuration not stated) gave HCMV inh 139.6, Tb PYK inh -5.3% and AmpC detergent 7.9%.
Screening Cc1ccc(NC(=O)NNC(=O)C2CC(c3cccnc3)=NO2)cc1 (configuration not stated) returned AMA1 RON2 block 5.7%, HCMV inh 54.2, HCV inh 0.0%, Tb PYK inh -3.8%, AmpC detergent 9.1%, AmpC no deterg -10.9% and LmPK inh 0.7%.
`O=C(COC(=O)Cc1ccc(Br)cc1)NCC1CCCO1` (configuration not stated) gave AMA1 RON2 block 4.9%, HCMV inh 9.6, HCV inh 6.7%, Tb PYK inh 3.5% and AmpC no deterg -9.7%.
Screening O=C(O)CCCNc1ccc(S(=O)(=O)N2CCCCC2)cc1 returned AMA1 RON2 block -16.7%, HCMV inh 18.0, HCV inh 11.9%, Tb PYK inh 4.1%, AmpC detergent 6.2%, AmpC no deterg -5.9% and LmPK inh -7.0%.
`CC(C)NC(=O)COCc1cc(-c2ccc3c(c2)OCO3)on1` gave AMA1 RON2 block 2.1%, HCMV inh -101.6*, HCV inh -0.9%, Tb PYK inh 2.5%, AmpC detergent 1.6%, AmpC no deterg 10.5% and LmPK inh 2.3%.
For CCn1c(=O)c2[nH]c(Cl)nc2n(CC)c1=O the results were AMA1 RON2 block -0.7%, HCMV inh inconclusive and Tb PYK inh -10.5%.
Screening C/C(=N/NC(=O)c1ccc(Cl)s1)c1ccc(NC(=O)COc2ccc(Cl)cc2)cc1 returned AMA1 RON2 block 20.6%, HCMV inh -77.0*, HCV inh 13.4%, Tb PYK inh 2.2%, AmpC detergent -4.4%, AmpC no deterg -11.5% and LmPK inh 1.5%.
For Cc1nnc(NCc2ccncc2)c2ccccc12 the results were AMA1 RON2 block -24.0%, HCMV inh -15.6, HCV inh -7.4%, Tb PYK inh 3.5%, AmpC detergent inconclusive, AmpC no deterg 15.5% and LmPK inh -5.0%.
`Cc1ccc(-c2nn(CC(=O)NCc3ccccn3)c(=O)c3ccccc23)cc1S(=O)(=O)N(C)C` gave AMA1 RON2 block 0.1%, HCMV inh 33.2, HCV inh -11.1%, Tb PYK inh 2.8%, AmpC detergent -3.5%, AmpC no deterg 108.4%[activator] and LmPK inh 0.9%[11.5 µM].
`C=C(C)CNC(=S)N=Nc1c(O)[nH]c2ccc([N+](=O)[O-])cc12` gave AMA1 RON2 block 17.0%, HCMV inh -15.3, HCV inh 25.1µM*, Tb PYK inh -4.0%, AmpC detergent -1.0%, AmpC no deterg -54.5% and LmPK inh 5.6%.
For COc1ccc(S(=O)(=O)Nc2ccc(-c3ccc4nnc(C)n4n3)cc2)c(OC)c1 the results were AMA1 RON2 block -4.7%, HCMV inh 230.5, HCV inh inconclusive, Tb PYK inh -7.7%, AmpC detergent -0.4% and AmpC no deterg 223.1%[activator].
`CNc1ncc(C(=O)c2ccc(Cl)c(Cl)c2)s1` gave AMA1 RON2 block -10.2%, HCMV inh 27.7, HCV inh -17.4%, Tb PYK inh 3.8%, AmpC detergent -13.6%, AmpC no deterg -14.0% and LmPK inh -3.8%.

Reprinted from the part before: 2 compounds; new compounds follow.
For COc1ccc(S(=O)(=O)Nc2ccc(-c3ccc4nnc(C)n4n3)cc2)c(OC)c1 the results were AMA1 RON2 block -4.7%, HCMV inh 230.5, HCV inh inconclusive, Tb PYK inh -7.7%, AmpC detergent -0.4% and AmpC no deterg 223.1%[activator].
`CNc1ncc(C(=O)c2ccc(Cl)c(Cl)c2)s1` gave AMA1 RON2 block -10.2%, HCMV inh 27.7, HCV inh -17.4%, Tb PYK inh 3.8%, AmpC detergent -13.6%, AmpC no deterg -14.0% and LmPK inh -3.8%.
For Cc1ccc(S(=O)(=O)N(C)CC(=O)N(C)Cc2cccs2)cc1 the results were AMA1 RON2 block -0.8%, HCMV inh -37.7 and Tb PYK inh -2.2%.
`NS(=O)(=O)c1ccc(CCNC(=O)C(=O)c2c[nH]c3ccccc23)cc1` gave AMA1 RON2 block -10.0%, HCMV inh 15.3, HCV inh 4.6%, Tb PYK inh -9.0%, AmpC detergent -0.1%, AmpC no deterg -32.5% and LmPK inh -1.7%.
`O=C(CCNS(=O)(=O)c1cccc2nonc12)NC1CCCCCC1` gave AMA1 RON2 block -0.5%, HCMV inh -30.2, HCV inh -4.6%, Tb PYK inh 0.6%, AmpC detergent 4.1%, AmpC no deterg -10.6% and LmPK inh -2.5%.
CC1CCN(CCCNC(=O)C2CCC(CNS(=O)(=O)c3cccc4nsnc34)CC2)CC1 (configuration not stated) was read as AMA1 RON2 block 11.4%, HCMV inh 15.1, HCV inh -0.9%, Tb PYK inh 9.2%, AmpC detergent 1.5%, AmpC no deterg 2.5% and LmPK inh -2.6%.
Cc1cc(NC(=O)CSc2nnc(C(C)N(C)C)n2-c2ccc(F)cc2)no1 (configuration not stated) was read as AMA1 RON2 block -4.7%, HCMV inh inconclusive, HCV inh 14.7%, Tb PYK inh 4.5%, AmpC detergent -9.6%, AmpC no deterg -7.5%[11.4 µM] and LmPK inh 1.1%.
For COCCn1c(SCC(=O)Nc2cc(OC)ccc2OC)nc2c(c1=O)SC(C)C2 (configuration not stated) the results were AMA1 RON2 block -10.6%, HCMV inh -22.2, HCV inh -2.2%, Tb PYK inh -1.1%, AmpC detergent 5.5%, AmpC no deterg 55.1% and LmPK inh 5.7%.
COc1cc(CC(=O)OCC(=O)N2CCCCC2)cc(OC)c1OC was read as AMA1 RON2 block -3.4%, HCMV inh inconclusive, HCV inh 5.1%, Tb PYK inh 2.1%, AmpC detergent -7.8%, AmpC no deterg -8.8% and LmPK inh -0.7%.
For CC[C@]1(C(=O)OC)[C@H]2C(=O)N(C)C(=O)[C@H]2[C@H]2CN=C(SCc3ccccc3)N21 the results were AMA1 RON2 block -5.2%, HCMV inh -12.3, HCV inh -12.7%[8.37 µM], Tb PYK inh -5.0% and AmpC no deterg 5.7%.
Screening Cc1ccccc1N=C1NC(=O)CS1 returned AMA1 RON2 block 4.4%, HCMV inh 3.4, HCV inh 7.9%, Tb PYK inh -0.9%, AmpC detergent -7.8%, AmpC no deterg 2.0% and LmPK inh -2.3%.
Screening Cc1cc(C(=O)Nc2nnc(C3CC3)s2)c(C)s1 returned AMA1 RON2 block -7.5%, HCMV inh 130.3, HCV inh 1.2%, Tb PYK inh -1.5%, AmpC detergent 0.2% and AmpC no deterg -7.8%.
Screening COc1ccccc1CCC(=O)Nc1ccc(S(=O)(=O)Nc2cc(C)nc(C)n2)cc1 returned AMA1 RON2 block -7.7%, HCMV inh -37.7, HCV inh 9.5%, Tb PYK inh -1.9%, AmpC detergent inconclusive and AmpC no deterg -28.8%.
`Cc1c(Cl)cnc(NC(=O)CSc2nnc(C)n2Cc2ccccc2)c1Cl` gave AMA1 RON2 block 5.4%, HCMV inh -7.1, HCV inh 0.2%, Tb PYK inh -3.0%, AmpC detergent 1.4%, AmpC no deterg -1.5% and LmPK inh 5.1%.
Screening COc1ccc(C(c2c(C)n(C)n(-c3ccccc3)c2=O)c2c(C)n(C)n(-c3ccccc3)c2=O)cc1O returned HCMV inh 15.7, Tb PYK inh -12.5%, AmpC detergent 1.7%&7.1%, AmpC no deterg -9.0% and LmPK inh -1.1%.
Cc1cc(C)c2c(n1)nn1c(N3CCN(Cc4ccccc4)CC3)cc(C)nc21 was read as AMA1 RON2 block 13.0%, HCMV inh 24.7, HCV inh 16.6%, Tb PYK inh -0.3%, AmpC detergent inconclusive, AmpC no deterg 47.4% and LmPK inh 2.1%.
`Cc1ccccc1C(=O)c1cccn1CC(=O)NCC(C)c1ccccc1` (configuration not stated) gave AMA1 RON2 block -6.4%, HCMV inh -26.2, HCV inh -0.3%, Tb PYK inh 1.2%, AmpC detergent inconclusive, AmpC no deterg 1.7% and LmPK inh -2.1%.
`COC(=O)Oc1ccc(/C=C/C(=O)OC(C)C)cc1OC(=O)OC` gave AMA1 RON2 block 6.1%, HCMV inh -5.2, HCV inh inconclusive, Tb PYK inh -8.3%, AmpC detergent -7.0%, AmpC no deterg 23.0% and LmPK inh -1.4%.
For COc1ccccc1-c1cc(C(=O)Nc2sc3c(c2C#N)CCCC3)no1 the results were HCMV inh -38.9, Tb PYK inh -3.4% and AmpC detergent 8.7%.
O=C(CCl)NN1C(=O)NC2(CCCCC2)C1=O was read as AMA1 RON2 block 5.8%, HCMV inh -33.4, HCV inh 5.4%, Tb PYK inh 1.0%, AmpC detergent 2.0%, AmpC no deterg -1.7% and LmPK inh 0.7%.
Screening CCN(CC)c1ccc(-c2nn3c(-c4n[nH]c5c4CCC5)nnc3s2)cc1 returned AMA1 RON2 block 22.4%, HCMV inh 35.0, HCV inh 7.94µM*, Tb PYK inh -21.7%, AmpC detergent -2.1%, AmpC no deterg 58.1% and LmPK inh 0.8%.
CCOc1ccccc1CNC(=O)c1ccc(NC(=O)N2CC(C)Sc3ccccc32)cc1 (configuration not stated) was read as HCMV inh inconclusive, Tb PYK inh 1.1% and AmpC detergent -6.2%.
Screening c1ccc(-n2nnnc2N2CCOCC2)cc1 returned AMA1 RON2 block -4.3%, HCMV inh -16.3, HCV inh 29.7%, Tb PYK inh 0.9%, AmpC detergent inconclusive, AmpC no deterg -5.6% and LmPK inh 0.4%.
CC(C)c1nn2c(=O)cc(O)nc2s1 was read as AMA1 RON2 block 10.1%, HCMV inh 39.3, HCV inh 23.9%, Tb PYK inh -2.0%, AmpC detergent -1.2%, AmpC no deterg -13.7% and LmPK inh -4.0%.
CC(C)CNC(=O)c1c(N)n(/N=C/c2ccccn2)c2nc3ccccc3nc12 was read as AMA1 RON2 block 11.0%, HCMV inh -0.9, HCV inh 13.0%&-1.0%, Tb PYK inh 8.3%, AmpC detergent 0.7%, AmpC no deterg -9.6% and LmPK inh 4.2%.
